High-throughput results from PubChem.
KOR beta-arrestin-1: kappa opioid receptor activators – cell-based, luminescence, uHTS, primary screen (AID 1777); KOR beta-arrestin recruitment, luminescence; higher % means a stronger effect; activation, % at 10 µM; hits with a dose series show EC50 in µM; 280,000 tested, 0.02% active; in the data active = activation above about 50%, passing the limit was not always enough; note: a part of the inactive calls stands beside numbers as strong as those of hits
GPR55 antagonists: GPR55 antagonists blocking LPI-driven arrestin recruitment, primary screen, imaging, U2OS, beta-arrestin-GFP, LPI agonist (AID 2013); U2OS GPR55 beta-arrestin-GFP translocation imaging, LPI antagonism; higher % means a stronger effect; inhibition, % at 10 µM; hits with a dose series show IC50 in µM; 290,000 tested, 0.13% active;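 active = spots per cell inhibited over 60%, with over 100 cells counted and total cytoplasm intensity under 500,000; inconclusive = wells with under 100 cells, flagged as likely toxic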;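 note: U2OS cells stably carrying GPR55 and arrestin-GFP stimulated by 5 µM LPI near EC80; imaged beta-arrestin-GFP aggregate spots per cell after agonist stimulation; plate controls were LPI-stimulated DMSO wells for no effect and DMSO wells without LPI for full effect; some results filed as inactive read as strong as hits; confirmed hits need IC50 under 10 µM and bright autofluorescent wells are also inconclusive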
MgcRacGAP inhibition: MgcRacGAP GTPase-activating activity inhibitors, confirmation, biochemical, ADP Hunter fluorescence | MgcRacGAP-stimulated Rac1 GTP hydrolysis, ADP Hunter fluorescence; higher % means a stronger effect; GST-tagged Rac1 F28L mutant substrate | inhibition, % at 30 µM, or IC50 in µM where a hit was titrated | 340,000 tested, 0.6% active | AID 624330;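 active = first-screen hits whose inhibition reached a set limit at any dose in the follow-up dose series; inconclusive = inhibition above the set first-screen limit but never retested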;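 note: fluorescence reports GDP produced by GAP-driven GTP hydrolysis; strong numbers were not always called active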
SV40 large T antigen: TAg ATPase/helicase activity blockers – biochemical (AID 1903). SV40 large T antigen ATPase/helicase inhibition assay; higher % means a stronger effect. one-dose inhibition, % at 20 µM; IC50 in µM for titrated hits. 310,000 tested, 0.39% active; in the data active = a potency from the dose series; inconclusive = inhibition mostly from about 32% at the one dose, without a potency; inactive = the rest, 99 in 100 with inhibition below about 32%; note: strong numbers were not always called active
GPR55 beta-arrestin: selective activators of receptor GPR55 – imaging, U2OS cells, beta-arrestin-GFP redistribution, primary screen (AID 1961) | U2OS GPR55 beta-arrestin-GFP redistribution imaging; higher % means a stronger effect | one-dose activation, % at 10 µM; EC50 in µM for titrated hits | 290,000 tested, 0.048% active;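 active = activation above 40% with more than 50 cells counted in the well; inconclusive = wells holding fewer than 50 cells, flagged as toxic or sparse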;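 note: U2OS osteosarcoma cells stably expressing GPR55 and beta-arrestin-GFP; plate controls were DMSO negative control for no effect and LPI positive control for full effect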
HEK293 NOD2/NF-kB: inhibition of NOD2-driven NF-kB reporter – cell-based, luminescence, uHTS, HEK293 (AID 1566) | HEK293 NOD2/NF-kB luciferase reporter, luminescence; higher % means a stronger effect | inhibition, % at 4 µM, or EC50 in µM where a hit was titrated | 290,000 tested, 0.63% active; note: many of its hits are not listed in these tables
KOR beta-arrestin-2: KOR antagonists, beta-arrestin recruitment, cell-based, luminescence, uHTS (AID 1778) | KOR beta-arrestin recruitment, luminescence, antagonist mode; higher % means a stronger effect | one-dose inhibition, % at 10 µM; IC50 in µM for titrated hits | 290,000 tested, 0.091% active; note: strong numbers were not always called active
HIV fusion peptide: cell-free HIV fusion peptide-binding blockers – biochemical, uHTS, fluorescence dequenching, primary screen (AID 1986). inhibition, % at 20 µM; hits with a dose series show IC50 in µM. 290,000 tested, 0.3% active. cell-free peptide binding, fluorescence dequenching, 30 min; higher % means a stronger effect; in the data active = inhibition mostly above about 52%, no sharp cut-off; inactive = mostly below about 76%; note: some results filed as inactive read as strong as hits
NOD1 inhibition: inhibition of NOD1-driven NF-kB reporter – cell-based, luminescence, uHTS, primary screen (AID 1578); NOD1-driven NF-kB luciferase reporter cells, luminescence; higher % means a stronger effect; inhibition, % at 4 µM, or EC50 in µM where a hit was titrated; 290,000 tested, 1% active; in the data active = inhibition mostly above about 36%, no sharp cut-off; inactive = mostly below about 34%;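 note: HEK-293T reporter cells stimulated with the NOD1 agonist gamma-tri-DAP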
Starred values were filed as active, the others as inactive; ? = inconclusive; . = no result given; [ ] = another dose, or the depositor's remark. Cut-off read from the data, not from the text of the source, unless noted: active = inhibition above about 50%; inactive = the rest.

SMILES	KOR beta-arrestin-1	GPR55 antagonists	MgcRacGAP inhibition	SV40 large T antigen	GPR55 beta-arrestin	HEK293 NOD2/NF-kB	KOR beta-arrestin-2	HIV fusion peptide	NOD1 inhibition
CCCc1nc2c(c(=O)c3ccccc3n2C)c(=O)n1C1CCCCCC1	-0.6%	-7%	6%	2%	0.3%	4%	1%	-2.5%	0%
CCN(CC)C(=O)CSc1nc2cc3c(cc2c(=O)n1CCCC(=O)NCCc1ccc(OC)c(OC)c1)OCO3	-2.6%	10%	3%	0%	-0.3%	16%	11%	-1.8%	-30%
NC(=O)c1sc2nc3c(cc2c1N)CCCCCC3	0.9%	-6%	4%	9%	-0.1%	5%	18%	-0.7%	-4%
Cc1ccc2nc(CSc3nc(C)ccc3C#N)[nH]c2c1	7.3%	-2%	18%	21%	0.0%	-170%	-18%	4.2%	-38%
NNC(=O)c1ccc(COc2cccc3cccnc23)cc1	-1.4%	10%	-4%	5%	-0.5%	23%	-21%	-2.8%	-23%
COc1cccc(/C=N/N2CCN(c3ccccc3OC)CC2)c1	-3.8%	3%	5%	7%	-0.3%	-44%	-27%	-0.8%	-43%
COC(=O)c1ccc(CSc2nc3ccccc3c(=O)n2-c2ccccc2)o1	-0.3%	47%	12%	7%	-0.1%	21%	2%	-1.9%	11%
COc1ccc(-c2csc(NC(=O)c3cc(=O)c4ccccc4o3)n2)cc1OC	-6.3%	-3%	-2%	7%	0.9%	-1%	5%	-0.6%	11%
O=S(=O)(NCc1cn2ccsc2n1)c1ccc2c(c1)OCCO2	-4.2%	18%	-2%	-4%	0.2%	6%	0%	-1.1%	0%
CCOc1ccc(CCNC(=O)c2cnc(C)cn2)cc1OCC	-5.9%	23%	10%	13%	-0.1%	6%	16%	-0.8%	-25%
O=[N+]([O-])c1cc(/C=N/n2c(-c3cccnc3)n[nH]c2=S)ccc1Cl	-1.4%	-6%	16%	12%	?	12%	24%	-3.8%	-12%
O=C(Nc1cccc(C(F)(F)F)c1)c1ccc2nc(N3C(=O)CCC3=O)sc2c1	6.5%	6%	0%	1%	-0.1%	4%	12%	8.4%	20%
CCNc1nc(NCC)n2c(SC(C(=O)Nc3cc(C)ccc3OC)c3ccccc3)nnc2n1 (configuration not stated)	5.0%	6%	4%	2%	-0.2%	17%	-46%	-1.7%	-12%
O=C(O)c1ccc(NC(=O)c2ccccc2Br)c(NC(=O)c2ccccc2Br)c1	3.5%	3%	-4%	5%	-0.2%	-7%	-13%	2.0%	-51%
O=[N+]([O-])c1ccccc1Nc1ccccc1	-0.5%	-10%	6%	5%	-0.3%	-4%	4%	-3.7%	-38%
COCCN1Cc2cccc(C(=O)N3CCN(c4ccccc4)CC3)c2C1=O	-6.4%	5%	1%	-4%	-0.2%	4%	12%	-0.4%	7%
Cc1cc(=O)oc2c(CN(CC(C)C)CC(C)C)c(O)ccc12	-3.4%	7%	.	16%	-0.1%	10%	-30%	-2.2%	3%
Cc1nc2c(-c3ccccc3)c(C)nn2c(N)c1-c1ccccc1	-4.0%	12%	5%	6%	1.4%	17%	28%	1.4%	-12%
C=CCSc1nc(C)c(CCC(C)C)c(=O)[nH]1	-2.2%	0%	11%	-6%	-0.3%	5%	-3%	0.6%	-36%
CC(C)CNc1ncnc2c1cnn2Cc1ccccc1Cl	-4.6%	2%	3%	19%	-0.1%	9%	-14%	-0.5%	2%
COc1ccc(OC)c(NC(=O)NCc2ccc(F)cc2)c1	0.5%	-2%	4%	7%	-0.1%	6%	-19%	-0.8%	-4%
CCC(=O)Nc1c(-c2ccccc2Cl)c(=O)c2ccccc2n1CC	-2.6%	-14%	5%	5%	-0.2%	5%	3%	1.2%	-8%
CSc1ccccc1C(=O)C1CCCN(C(=O)CCN2CCCO2)C1 (configuration not stated)	.	4%	3%	11%	-0.1%	4%	12%	-0.3%	-25%
Cc1cc(=O)oc2cc(OCC(=O)NCCCn3ccnc3)ccc12	-5.9%	7%	1%	.	0.2%	16%	0%	0.6%	-29%
Cc1cc(O)c(C=Nc2ccc(Cl)cn2)c(=O)o1	0.2%	-5%	12%	7%	-0.1%	2%	-6%	0.2%	9%

Later entries:
SMILES	KOR beta-arrestin-1	GPR55 antagonists	MgcRacGAP inhibition	SV40 large T antigen	GPR55 beta-arrestin	HEK293 NOD2/NF-kB	KOR beta-arrestin-2	HIV fusion peptide	NOD1 inhibition
O=C(NCCNC(=O)c1ccc(Cl)cc1Cl)c1ccco1	3.8%	-5%	1%	7%	-0.1%	-4%	-47%	2.9%	8%
CC(=O)c1ccc(N(C(=O)Cc2c[nH]c3ccccc23)C(C(=O)NC2CCCCC2)c2cccs2)cc1 (configuration not stated)	-2.4%	5%	1%	3%	-0.1%	-15%	17%	-1.4%	-1%
CCCC(=O)N=C1SC2CS(=O)(=O)CC2N1c1ccc(C(C)=O)cc1 (configuration not stated)	1.4%	0%	2%	5%	-0.1%	12%	1%	3.9%	-12%
COc1cccc(Oc2ccc(OC)cc2C(=O)O)c1	-2.5%	0%	9%	3%	-0.2%	-9%	18%	-1.0%	-12%
CCC1CCCCN1CCCNC(=O)c1ccc2nc(N3CCC(C)CC3)sc2c1 (configuration not stated)	-2.8%	-7%	6%	13%	0.1%	-159%	-16%	0.7%	-36%
Cc1ccc(Cn2cnc3c(nnn3Cc3ccc(Cl)cc3)c2=O)cc1	-0.4%	10%	-8%	12%	0.2%	10%	4%	0.1%	-2%
CCOC(=O)c1cnn(-c2ccccc2)c1NC(=O)CCl	3.3%	-7%	11%	-44%	-0.2%	12%	-11%	1.1%	28%
COc1ccccc1NC(=S)NC(=O)Cc1ccc(Cl)cc1	-2.7%	4%	9%	10%	-0.2%	11%	-4%	0.3%	-18%
COc1ccc(CN(C)C(=O)c2cc(-c3ccccc3)nc3ccc(C)cc23)c(OC)c1OC	1.8%	17%	10%	4%	-0.1%	-2%	15%	-2.1%	5%
O=C(N/N=C/c1ccco1)C1CCCC1	2.5%	9%	7%	21%	-0.2%	9%	-20%	-1.0%	-23%
Cc1ccc(CNC(=O)CCC2CCCN(C(=O)CCC(F)(F)F)C2)o1 (configuration not stated)	-6.3%	12%	3%	9%	0.2%	10%	2%	0.3%	-30%
O=[N+]([O-])c1ccccc1/C=C/c1ccc2ccccc2n1	1.5%	2%	-13%	4%	-0.1%	-96%	-73%[20 µM]	1.0%	-56%
CCc1c(C(=O)Nc2ccccc2)c(C)[nH]c(=S)c1C#N	-4.5%	-6%	12%	9%	0.3%	0%	-19%	2.1%	7%
CCCCNC(=O)CSc1nc2cc3c(cc2c(=O)n1CCC(=O)NCCc1ccc(OC)c(OC)c1)OCO3	1.1%	6%	12%	3%	-0.3%	3%	10%	0.0%	-10%
Cc1nc2ccccc2nc1NS(=O)(=O)c1ccc(N)cc1	1.0%	-1%	4%	-1%	-0.1%	-2%	-9%	-1.5%	10%
Cc1c2cnn(CC(=O)NCCCN3CC(C)CC(C)C3)c(=O)c2c(C)n1Cc1ccc(Cl)cc1 (configuration not stated)	4.4%	7%	-7%	6%	0.0%	4%	-34%	-0.8%	-27%
CC(=O)Nc1ccc(NC(=O)CC2Nc3cccc4cccc(c34)NC2=O)cc1 (configuration not stated)	1.8%	6%	?	20%	0.3%	12%	-12%	68%	-8%
Cc1cc(S(=O)(=O)N2CCOCC2)ccc1OCC(=O)N1CCC(C)CC1	1.8%	16%	5%	4%	0.2%	-29%	-11%	1.0%	12%
COc1ccc(C(C)C)cc1S(=O)(=O)Nc1ccccn1	0.4%	6%	-3%	15%	-0.1%	15%	-31%	1.0%	-7%
Cc1noc(C)c1S(=O)(=O)N(C)Cc1ccccc1	1.6%	12%	7%	6%	-0.6%	-9%	-14%	0.9%	-18%
CN1C(=O)C(C)(C)c2cc(S(=O)(=O)N3CCN(c4cccc(Cl)c4)CC3)ccc21	-3.4%	-8%	6%	.	-0.3%	-9%	17%[20 µM]	-1.5%	-22%
COc1c(C(=O)Nc2ccc(Br)cn2)ccc2ccccc12	-4.3%	1%	6%	5%	-0.1%	-15%	15%	-0.2%	-3%
Nc1c(C(=O)c2ccccc2)oc2ccc([N+](=O)[O-])cc12	1.7%	5%	-2%	15%	-0.1%	-27%	1%	-2.3%	-2%
Cc1c(C(=O)NN2CCOCC2)oc2c1ccc1ccccc12	-0.2%	14%	10%	8%	0.0%	-9%	-7%	0.9%	-35%
Clc1cccc(C2CCN(Cc3nc(CC4CC4)no3)C2)c1 (configuration not stated)	-7.6%	13%	6%	0%	0.2%	2%	1%[20 µM]	0.5%	-24%

More entries follow.
SMILES	KOR beta-arrestin-1	GPR55 antagonists	MgcRacGAP inhibition	SV40 large T antigen	GPR55 beta-arrestin	HEK293 NOD2/NF-kB	KOR beta-arrestin-2	HIV fusion peptide	NOD1 inhibition
COC(=O)Cn1c(CN2CCN(C(=O)c3ccco3)CC2)nc2c1c(=O)n(C)c(=O)n2C	14%	-25%	.	5%	-0.1%	13%	-20%	0.5%	19%
COc1ccc2c(c1OC)C(=O)N1C2SC[C@H]1C(=O)NC1CC1 (some centres not stated)	-1.1%	10%	3%	14%	0.2%	2%	-12%[20 µM]	1.5%	-28%
CC(C)Cn1c(NCCN(C)C)nc2c1c(=O)[nH]c(=O)n2C	4.1%	-3%	5%	-5%	-0.4%	-13%	-19%	-0.6%	-25%
CCc1ccccc1NC(=O)CCC(=O)Nc1nnc(C(C)C)s1	3.5%	-7%	0%	0%	-0.1%	10%	-21%	0.3%	-19%
CCn1c(Cc2ccccc2)nnc1SCC(=O)Nc1ccc(S(N)(=O)=O)cc1	7.2%	0%	-1%	6%	-0.2%	-4%	14%	-0.7%	-22%
CN(C)c1ccc(N2C(=NC(=O)C3CCCO3)SC3CS(=O)(=O)CC32)cc1 (configuration not stated)	0.6%	-3%	-6%	.	-0.1%	13%	-15%	-2.0%	-16%
CCC1CCCCN1CCCNC(=O)c1csc2c1CCCCC2 (configuration not stated)	2.3%	17%	11%	12%	-0.2%	-17%	-9%	0.6%	-16%
CCc1ccc(N2C(=O)C3NN=C(C(=O)OCc4ccccc4)C3C2=O)cc1 (configuration not stated)	9.6%	-16%	5%	6%	-0.3%	14%	-37%	-0.6%	-21%
Cc1ccc(C)c(Oc2cc(F)nc(N)n2)c1	-2.4%	9%	1%	23%	-0.2%	7%	33%	1.5%	-12%
Brc1ccc(C2Nc3cccc4cccc(c34)N2)s1	2.8%	16%	24%	5%	0.5%	9%	1%	28%	7%
COc1cc(C(=O)NCC(=O)N/N=C/c2ccccn2)cc(OC)c1OC	2.9%	-3%	12%	10%	0.6%	9%	2%	3.0%	-19%
CCN1CCCC1CNC(=O)CSCc1nc(-c2ccccc2C)oc1C (configuration not stated)	0.0%	8%	5%	8%	0.0%	23%	4%	-2.7%	-2%

This is a subset (hit frequency here may not be typical).
